Source: PubChem BioAssay
FBW7 act – human FBW7 E3 ligase activation, primary screen; Q969H0; AID 1259310; normalized activity (activation), % at 26.1 µM; 0.13% of 650,000 active; AlphaScreen FBW7–phospho-cyclin E peptide binding, activator screen; in the data active means normalized activity above about 1.9%;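 further: purified mutant Fbw7 with reduced substrate affinity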
Target sequence (Q969H0 whole entry, looked up): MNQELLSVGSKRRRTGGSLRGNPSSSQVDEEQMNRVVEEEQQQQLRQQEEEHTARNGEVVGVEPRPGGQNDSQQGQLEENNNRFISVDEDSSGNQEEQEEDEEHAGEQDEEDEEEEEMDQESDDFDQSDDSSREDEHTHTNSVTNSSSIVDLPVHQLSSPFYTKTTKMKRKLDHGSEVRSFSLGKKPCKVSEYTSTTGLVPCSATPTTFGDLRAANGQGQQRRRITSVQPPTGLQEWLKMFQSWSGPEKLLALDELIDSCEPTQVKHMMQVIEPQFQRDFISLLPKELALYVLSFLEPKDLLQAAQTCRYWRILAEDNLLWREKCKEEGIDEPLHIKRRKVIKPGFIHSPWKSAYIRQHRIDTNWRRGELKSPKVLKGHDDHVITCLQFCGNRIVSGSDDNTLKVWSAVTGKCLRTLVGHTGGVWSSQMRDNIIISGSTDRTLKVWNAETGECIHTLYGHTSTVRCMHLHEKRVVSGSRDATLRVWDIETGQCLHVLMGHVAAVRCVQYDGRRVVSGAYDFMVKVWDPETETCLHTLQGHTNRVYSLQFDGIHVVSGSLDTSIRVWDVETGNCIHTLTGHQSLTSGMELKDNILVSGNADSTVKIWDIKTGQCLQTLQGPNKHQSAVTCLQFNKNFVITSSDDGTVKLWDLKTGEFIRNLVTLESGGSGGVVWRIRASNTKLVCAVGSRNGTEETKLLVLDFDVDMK
GPR151 ag – human GPR151 activation. Q8TDV0. PathHunter beta-arrestin GPR151 cells, luminescence. activation, % at 11.2 µM. 1% of 650,000 active. AID 1508602; in the data active means activation above about 4.9%;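 further: 0% = median of compound wells and 100% = cells with positive control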
Target sequence (Q8TDV0 whole entry, looked up): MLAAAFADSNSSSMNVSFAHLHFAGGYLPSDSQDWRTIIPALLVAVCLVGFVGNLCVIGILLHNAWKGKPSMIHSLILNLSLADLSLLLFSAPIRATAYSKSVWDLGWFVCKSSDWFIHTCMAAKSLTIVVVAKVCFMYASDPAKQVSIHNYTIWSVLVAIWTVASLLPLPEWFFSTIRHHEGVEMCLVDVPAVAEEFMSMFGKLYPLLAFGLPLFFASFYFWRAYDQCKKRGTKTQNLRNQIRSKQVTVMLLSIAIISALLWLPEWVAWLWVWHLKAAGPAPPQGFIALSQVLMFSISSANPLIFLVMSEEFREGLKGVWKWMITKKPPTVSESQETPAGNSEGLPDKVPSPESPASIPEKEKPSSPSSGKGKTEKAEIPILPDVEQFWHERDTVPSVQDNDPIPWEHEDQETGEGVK
TEAD-YAP block – TEAD-YAP interaction inhibition | HEK-TIYL cells, TEAD-Gal4/YAP UAS-luciferase luminescence | inhibition, % at 9.12 µM | 1.4% of 640,000 active | AID 1259422; in the data active means inhibition above about 32%;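 further: 0% = median of test compound wells and 100% = reference inhibitor wells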
MITF primary – blocks human microphthalmia-associated transcription factor | O75030 | AlphaScreen MITF homodimerization, bead proximity signal | inhibition, % at 2.6 µM | 0.91% of 650,000 active | AID 1259374; in the data active means inhibition above about 50%;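 further: 0% = vehicle wells with protein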
* marks the source's active call; other numbers are inactive results.

Screening N#Cc1ccccc1C[N+]1=C(N)c2ccccc2C1 returned FBW7 act 0.0, GPR151 ag -0.1, TEAD-YAP block 0 and MITF primary -7.
For N#Cc1c(NC(=O)COc2ccc(C(=O)NCc3ccccc3)cc2)sc2c1CCC2 the results were FBW7 act 0.2, GPR151 ag -1.4, TEAD-YAP block -4 and MITF primary 3.
Screening Cc1sc2ncnc(N3CCC(C)CC3)c2c1C returned FBW7 act -0.1, GPR151 ag 1.2, TEAD-YAP block 12 and MITF primary -4.
For O=C(N/N=C/c1cc(O)c(Br)cc1Br)c1ccncc1 the results were FBW7 act -0.1, GPR151 ag -0.2, TEAD-YAP block 8 and MITF primary -1.
CS(=O)(=O)c1ccc(-c2nnn(CC(=O)Nc3ccc(Br)cc3)n2)cc1 was read as FBW7 act 0.1, GPR151 ag 0.8, TEAD-YAP block -1 and MITF primary 13.
For N#C/C(=C(/O)Cc1ccccc1)c1nc2ccccc2[nH]1 the results were FBW7 act 0.1, GPR151 ag 0.5, TEAD-YAP block -1 and MITF primary -6.
For CCc1cc2c(cc3c(=O)n(CC(=O)N4CC(C)CC(C)C4)ncn32)s1 (centres undefined) the results were FBW7 act 0.6, GPR151 ag -0.2, TEAD-YAP block 7 and MITF primary 0.
`COC(=O)c1c(-c2ccccc2Cl)csc1NC(=O)/C=C/C(=O)O` gave FBW7 act -0.1, GPR151 ag 0.1, TEAD-YAP block 42* and MITF primary 5.
Screening Cc1nc2sc3c(c2c(=O)n1/N=C/c1ccc(O)cc1O)CCCC3 returned FBW7 act 0.1, GPR151 ag -0.5, TEAD-YAP block -3 and MITF primary 11.
`Cc1ccc(S(=O)(=O)NCc2nc(-c3cccc(C)c3)no2)cc1` gave FBW7 act -0.2, GPR151 ag 1.0, TEAD-YAP block 7 and MITF primary 6.
For CCOC(=O)C1=C(N)Oc2c(c(=O)[nH]c3ccc(OC)cc23)C1c1ccc(OC)cc1 (centres undefined) the results were FBW7 act -0.2, GPR151 ag 1.8, TEAD-YAP block 11 and MITF primary -10.
Screening O=C(CSc1nc2ccc(I)cc2c(=O)n1-c1ccccc1)c1ccc2c(c1)Cc1ccccc1-2 returned FBW7 act 0.0, GPR151 ag 1.2, TEAD-YAP block 0 and MITF primary -4.
For CCSc1nnc(-c2ccc(NS(=O)(=O)c3ccc(C)cc3)cc2)o1 the results were FBW7 act -0.1, GPR151 ag -1.5, TEAD-YAP block 4 and MITF primary -2.
Screening O=C(CSc1nnc(CNC(=O)c2ccccc2)o1)NCc1ccc2c(c1)OCO2 returned FBW7 act 0.1, GPR151 ag -2.1, TEAD-YAP block 6 and MITF primary 14.
`COc1ccc(C(=O)OC2=C(C(=O)c3ccccc3)N(C)S(=O)(=O)c3ccccc32)cc1` gave FBW7 act 0.0, GPR151 ag 0.5, TEAD-YAP block 6 and MITF primary 11.
`COc1ccc(NC(=O)Cn2cnc3scc(-c4ccccc4)c3c2=O)cc1OC` gave FBW7 act 0.0, GPR151 ag -0.1, TEAD-YAP block -2 and MITF primary -4.
O=C(Nc1cccc(Cl)c1)c1ccccc1[N+](=O)[O-] was read as FBW7 act 0.3, GPR151 ag -0.8, TEAD-YAP block 10 and MITF primary 12.
COC(=O)/C(=C/c1cc(C)n(-c2ccccc2Cl)c1C)C(C)=O was read as FBW7 act -0.2, GPR151 ag 1.5, TEAD-YAP block -5 and MITF primary -5.
For COCCNc1ccc2ncc(-c3ccc(OC)cc3)n2n1 the results were FBW7 act 0.3, GPR151 ag 0.0, TEAD-YAP block 16 and MITF primary 16.
For Cn1c(C2CCN(Cc3ccccc3)CC2)n[nH]c1=S the results were FBW7 act 0.1, GPR151 ag 1.0, TEAD-YAP block 13 and MITF primary 4.

Ten compounds from above, ordered by count of non-hydrogen atoms, high to low.
Screening O=C(CSc1nc2ccc(I)cc2c(=O)n1-c1ccccc1)c1ccc2c(c1)Cc1ccccc1-2 returned FBW7 act 0.0, GPR151 ag 1.2, TEAD-YAP block 0 and MITF primary -4.
`COc1ccc(C(=O)OC2=C(C(=O)c3ccccc3)N(C)S(=O)(=O)c3ccccc32)cc1` gave FBW7 act 0.0, GPR151 ag 0.5, TEAD-YAP block 6 and MITF primary 11.
For CCOC(=O)C1=C(N)Oc2c(c(=O)[nH]c3ccc(OC)cc23)C1c1ccc(OC)cc1 (centres undefined) the results were FBW7 act -0.2, GPR151 ag 1.8, TEAD-YAP block 11 and MITF primary -10.
`COc1ccc(NC(=O)Cn2cnc3scc(-c4ccccc4)c3c2=O)cc1OC` gave FBW7 act 0.0, GPR151 ag -0.1, TEAD-YAP block -2 and MITF primary -4.
For CCSc1nnc(-c2ccc(NS(=O)(=O)c3ccc(C)cc3)cc2)o1 the results were FBW7 act -0.1, GPR151 ag -1.5, TEAD-YAP block 4 and MITF primary -2.
`Cc1ccc(S(=O)(=O)NCc2nc(-c3cccc(C)c3)no2)cc1` gave FBW7 act -0.2, GPR151 ag 1.0, TEAD-YAP block 7 and MITF primary 6.
COC(=O)/C(=C/c1cc(C)n(-c2ccccc2Cl)c1C)C(C)=O was read as FBW7 act -0.2, GPR151 ag 1.5, TEAD-YAP block -5 and MITF primary -5.
For COCCNc1ccc2ncc(-c3ccc(OC)cc3)n2n1 the results were FBW7 act 0.3, GPR151 ag 0.0, TEAD-YAP block 16 and MITF primary 16.
For Cn1c(C2CCN(Cc3ccccc3)CC2)n[nH]c1=S the results were FBW7 act 0.1, GPR151 ag 1.0, TEAD-YAP block 13 and MITF primary 4.
O=C(Nc1cccc(Cl)c1)c1ccccc1[N+](=O)[O-] was read as FBW7 act 0.3, GPR151 ag -0.8, TEAD-YAP block 10 and MITF primary 12.

Further compounds follow:
Screening CCCCOc1ccc(N2C(=O)CC(N3CCN(Cc4ccccc4)CC3)C2=O)cc1 (centres undefined) returned FBW7 act 0.0, GPR151 ag -0.6, TEAD-YAP block 8 and MITF primary 11.
`CCOC(=O)CNC(=O)C1c2ccccc2C(=O)N(C2CCCCC2)C1c1ccc(OC)cc1` (centres undefined) gave FBW7 act -0.1, GPR151 ag -1.0, TEAD-YAP block -5 and MITF primary 5.
`COc1cc(Nc2nc(SCc3ccc(F)cc3)nc3ccccc23)cc(OC)c1` gave FBW7 act 0.0, GPR151 ag 5.0*, TEAD-YAP block -14 and MITF primary 5.
Screening Cc1ccc(-n2nc3c(c2NC(=O)c2cccc(C(F)(F)F)c2)CSC3)c(C)c1 returned FBW7 act -0.1, GPR151 ag -0.8, TEAD-YAP block 7 and MITF primary 2.
`Cc1cc2c(cc1S(=O)(=O)C(C)CC(=O)N1CCc3ccccc3C1)OCC(=O)N2` (centres undefined) gave FBW7 act -0.1, GPR151 ag -1.6, TEAD-YAP block 4 and MITF primary 12.
Screening CC(=O)N[C@@H](CC(C)C)C(=O)N1CCCC(c2[nH]ncc2-c2ccc(F)c(F)c2)C1 (some centres undefined) returned FBW7 act -0.1, GPR151 ag -0.2, TEAD-YAP block 2 and MITF primary 5.
For Cc1c(C(=O)Oc2ccc(Cl)cc2)sc2ncn(Cc3ccccc3Cl)c(=O)c12 the results were FBW7 act -0.2, GPR151 ag 0.1, TEAD-YAP block -4 and MITF primary 3.
CCOC(=O)CC1(NC(=O)Cn2cc(NC(=O)c3ccccn3)cn2)CCCCC1 was read as FBW7 act -0.1, GPR151 ag 0.0, TEAD-YAP block 0 and MITF primary 10.
CN1C(=O)/C(=C/c2cc(Br)c(Br)o2)SC1=S was read as FBW7 act -0.1, GPR151 ag 0.1, TEAD-YAP block -1 and MITF primary 2.
Screening O=C(O)c1cc(S(=O)(=O)NC2CC2)ccc1Br returned FBW7 act -0.1, GPR151 ag -1.5, TEAD-YAP block 3 and MITF primary 8.
`O=C(N/N=C/c1cc(Br)c(O)c(Br)c1)c1cc(O)c(O)c(O)c1` gave FBW7 act -0.3, GPR151 ag 1.6, TEAD-YAP block 1 and MITF primary 90*.
C=CCc1cccc2cc(C(=O)Nc3ccc(C)c(C)c3)c(=O)oc12 was read as FBW7 act 0.1, GPR151 ag -0.4, TEAD-YAP block -7 and MITF primary -2.
Screening Cc1ccc(O)c(NC(=O)[C@H]2C[C@@H](c3cccs3)NS(=O)(=O)N2C)c1 returned FBW7 act 0.7, GPR151 ag 1.0, TEAD-YAP block -15 and MITF primary 15.
Screening COC(=O)c1ccccc1OC(=O)c1ccc(Cl)cc1 returned FBW7 act 0.0, GPR151 ag 0.2, TEAD-YAP block 11 and MITF primary -15.
For COc1cccc(/C=N/NC(=O)C(=O)Nc2cccc(Cl)c2Cl)c1 the results were FBW7 act 0.3, GPR151 ag -2.1, TEAD-YAP block 3 and MITF primary -12.
`CN(C)c1nc(F)c(F)c(S(=O)(=O)c2ccccc2)c1F` gave FBW7 act 0.2, GPR151 ag -1.2, TEAD-YAP block -5 and MITF primary -14.
For Cc1ccc(Cc2cnc(NC(=O)CCCl)s2)cc1 the results were FBW7 act 0.0, GPR151 ag 0.1, TEAD-YAP block -1 and MITF primary -2.
CCCCOC(=O)CNS(=O)(=O)c1ccc([N+](=O)[O-])cc1 was read as FBW7 act 0.1, GPR151 ag -1.2, TEAD-YAP block 9 and MITF primary 1.
CC(C)NC(=O)c1c(Cl)nc2sccn12 was read as FBW7 act 0.4, GPR151 ag -0.1, TEAD-YAP block -11 and MITF primary 14.
Cc1ccc(NC(=O)CSc2nnns2)c(C)c1 was read as FBW7 act -0.1, GPR151 ag 1.4, TEAD-YAP block 16 and MITF primary -7.
`CCOc1ccccc1NC(=O)C1=C(C)NC(=O)NC1c1cccc(OC)c1` (centres undefined) gave FBW7 act 0.1, GPR151 ag 1.7, TEAD-YAP block -8 and MITF primary 4.
For O=C1C=C(NCCc2ccccc2)C(=O)N1CCc1ccccc1 the results were FBW7 act -0.1, GPR151 ag 1.5, TEAD-YAP block -26 and MITF primary -23.
For NCCCC[C@@H]1NC(=O)[C@@H]2C[C@H](NCc3cnn(-c4ccccc4F)c3)CN2C1=O the results were FBW7 act -0.1, GPR151 ag 1.4, TEAD-YAP block 2 and MITF primary 18.
`Nc1c(C(=O)OCC(=O)NCCc2ccccc2)ccc2c1C(=O)c1ccccc1C2=O` gave FBW7 act 0.0, GPR151 ag 0.7, TEAD-YAP block 0 and MITF primary -2.
For Cc1nc(-c2cccc(NC(=O)C(C)Oc3ccccc3)c2)cs1 (centres undefined) the results were FBW7 act -0.1, GPR151 ag -1.2, TEAD-YAP block 1 and MITF primary 4.
Screening Cc1nc2ccccc2c2oc(C(=O)NCCCN(C)Cc3ccccc3)cc12 returned FBW7 act -0.1, GPR151 ag 0.0, TEAD-YAP block -21 and MITF primary -14.
Screening Cc1cccc(CN2CCN(C3CCCC3)CCC2=O)c1 returned FBW7 act 0.0, GPR151 ag 0.0, TEAD-YAP block 2 and MITF primary -6.
Screening CCCN(CCC)S(=O)(=O)c1ccc(NS(=O)(=O)Cc2ccccc2)cc1 returned FBW7 act -0.1, GPR151 ag 1.6, TEAD-YAP block -4 and MITF primary -13.
Screening Cc1nc2c(c(=O)[nH]1)CCN(Cc1ccccc1F)C2 returned FBW7 act 0.2, GPR151 ag -0.1, TEAD-YAP block 3 and MITF primary 4.
For CCOC(=O)c1cnc2c(C#N)c(C)nn2c1C the results were FBW7 act 0.1, GPR151 ag -1.8, TEAD-YAP block 6 and MITF primary 4.
`O=S(=O)(c1ccccc1)N(CC(O)CN1CCCC1)c1cccc2ccccc12` (centres undefined) gave FBW7 act 0.1, GPR151 ag 3.0, TEAD-YAP block 2 and MITF primary 0.
CC(C)(C)C1CCc2c(sc3nc(SCC(=O)c4ccc(Cl)cc4)n(Cc4ccccc4)c(=O)c23)C1 (centres undefined) was read as FBW7 act -0.2, GPR151 ag -0.5, TEAD-YAP block 3 and MITF primary 7.
Screening COc1ccc(-c2ccc(CCC(=O)O)n2NC(=O)c2ccc(O)cc2)cc1 returned FBW7 act 0.1, GPR151 ag -1.1, TEAD-YAP block -6 and MITF primary -4.
`NCCNCCCCOc1ccccc1-c1ccccc1` gave FBW7 act 0.0, GPR151 ag -1.1, TEAD-YAP block -13 and MITF primary 5.
`CC(C)=CCN1CCNC(=O)C1CC(=O)N1CCC(CN2CCOCC2)CC1` (centres undefined) gave FBW7 act 0.2, GPR151 ag 0.6, TEAD-YAP block 2 and MITF primary 13.
CCCOC(=O)c1cccc(N2CC(O)=C(c3nc4ccccc4[nH]3)C2=N)c1 was read as FBW7 act -0.2, GPR151 ag -0.7, TEAD-YAP block -3 and MITF primary 3.
Cn1c(-c2ccc3c(c2)OCO3)cnc1NCc1cccc([N+](=O)[O-])c1 was read as FBW7 act -0.1, GPR151 ag 1.1, TEAD-YAP block 1 and MITF primary 31.
Screening O=C(CN1C2=NCCN2c2ccccc21)c1cccc2ccccc12 returned FBW7 act -0.5, GPR151 ag 1.2, TEAD-YAP block 0 and MITF primary -6.
Screening COc1ccc(NS(=O)(=O)c2ccccc2F)cc1N1CCCC1=O returned FBW7 act 0.1, GPR151 ag -0.1, TEAD-YAP block -8 and MITF primary -4.
COc1ccc(S(=O)(=O)NCCC(=O)NCCc2ccc(Cl)cc2)cc1 was read as FBW7 act 0.0, GPR151 ag 1.1, TEAD-YAP block 2 and MITF primary -2.
Screening O=C(CCC1(Cc2ccco2)CCC(=O)N1)NCc1cnn(-c2ccccc2)n1 (centres undefined) returned FBW7 act -0.1, GPR151 ag 0.3, TEAD-YAP block 1 and MITF primary -2.
Screening COc1ccc(NS(=O)(=O)c2ccc(-c3cc(C(F)(F)F)n(C)n3)s2)cn1 returned FBW7 act 0.0, GPR151 ag -0.6, TEAD-YAP block 4 and MITF primary -1.
N#Cc1ccc(C(=O)Nc2ccc(Cc3ccncc3)cc2)c(F)c1 was read as FBW7 act 0.4, GPR151 ag -0.6, TEAD-YAP block 55* and MITF primary 25.
